Bioassay records from PubChem.
CCHF vOTU inh = CCHFV vOTU protease inhibitors, primary screen, biochemical, Pep-AMC substrate, fluorescence. Crimean-Congo hemorrhagic fever virus L polyprotein viral ovarian tumor (vOTU) protease …. inhibition, % at 11.5 µM. 0.55% of 370,000 active. AID 651958, 2012; note: 0% = vehicle wells with enzyme and 100% = no enzyme wells
MazEF act = activators of E. coli MazEF toxin-antitoxin RNase, primary screen, biochemical, fluorescence, uHTS; 0.32% of 350,000 active; activation, % at 20 µM; Endoribonuclease toxin MazF (Escherichia coli (strain K12)), P0AE70; FAM/BHQ RNA-DNA oligo cleavage fluorescence, 5 h; in the data active = activation above about 50%
Rv3671c inh = Rv3671c serine protease inhibitors, primary screen, biochemical, fluorescence polarization, M. tuberculosis H37Rv | AID 2606, 2010 | 0.048% of 320,000 active | inhibition, % at 5.96 µM | P9WHR9; in the data active = inhibition above about 38%;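 note: extracellular domain of Rv3671c used as enzyme; 0% = enzyme with DMSO and 100% = no enzyme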
Target sequence (P9WHR9 whole entry, looked up, the tested form may be a part): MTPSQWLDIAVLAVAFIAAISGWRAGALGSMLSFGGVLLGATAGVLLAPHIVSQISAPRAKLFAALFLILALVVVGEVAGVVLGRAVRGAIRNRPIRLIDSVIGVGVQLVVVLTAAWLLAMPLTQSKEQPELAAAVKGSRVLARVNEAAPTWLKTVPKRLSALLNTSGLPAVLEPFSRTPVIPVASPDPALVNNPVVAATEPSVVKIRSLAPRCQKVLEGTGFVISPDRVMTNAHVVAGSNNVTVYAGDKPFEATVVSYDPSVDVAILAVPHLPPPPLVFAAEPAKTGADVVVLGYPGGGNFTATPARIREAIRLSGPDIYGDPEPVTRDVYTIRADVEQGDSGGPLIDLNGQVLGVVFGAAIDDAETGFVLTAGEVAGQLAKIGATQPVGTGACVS
BoNT F protease = BoNT/F light chain protease inhibitors, primary screen, biochemical, flow cytometry, MLPCN library | Multiplex microsphere protease cleavage assay | 0.22% of 360,000 active | inhibition, % at 10 µM | AID 588497, 2011; in the data active = inhibition above about 35%, passing the limit was not always enough; inconclusive = no clear call, values can overlap the other calls; note: plate controls were buffer without enzyme for full effect and enzyme alone for no effect
Mtb FBA inh = Mtb FBA enzyme inhibitors, primary screen, biochemical, fluorescence, strain H37Rv; purified M. tuberculosis FBA, fluorescence read-out; inhibition, % at 1 µM; 2.3% of 360,000 active; AID 588726, 2011; in the data active = inhibition above about 27%;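 note: 0% = vehicle and 100% = reference inhibitor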
Target sequence (P9WQA3 whole entry, looked up): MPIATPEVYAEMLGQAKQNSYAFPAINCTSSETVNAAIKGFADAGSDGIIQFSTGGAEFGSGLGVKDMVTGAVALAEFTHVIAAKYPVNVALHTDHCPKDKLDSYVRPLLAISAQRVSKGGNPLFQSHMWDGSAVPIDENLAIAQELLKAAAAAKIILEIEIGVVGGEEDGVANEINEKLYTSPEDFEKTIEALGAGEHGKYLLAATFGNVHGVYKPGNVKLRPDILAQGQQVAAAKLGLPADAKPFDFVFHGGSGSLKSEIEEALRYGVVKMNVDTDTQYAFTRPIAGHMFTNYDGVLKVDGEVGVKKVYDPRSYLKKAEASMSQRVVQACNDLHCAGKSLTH
VHR inh abs = VHR1 phosphatase inhibitors, primary screen, biochemical, absorbance, uHTS; Dual specificity protein phosphatase 3 (Homo sapiens), P51452; recombinant VHR phosphatase, pNPP absorbance; inhibition, % at 13.3 µM; 0.52% of 290,000 active; AID 1654, 2009; in the data active = inhibition above about 50%; note: some compounds called inactive have numbers as strong as hits
Target sequence (P51452 whole entry, looked up): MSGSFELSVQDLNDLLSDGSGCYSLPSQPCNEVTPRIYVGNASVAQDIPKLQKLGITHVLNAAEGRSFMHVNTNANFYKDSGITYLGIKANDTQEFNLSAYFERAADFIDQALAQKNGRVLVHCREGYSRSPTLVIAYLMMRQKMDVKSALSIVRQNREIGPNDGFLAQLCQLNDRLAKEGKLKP
FadD28 binding = inhibitors of FadD28 bisubstrate probe binding, primary screen, biochemical, fluorescence polarization, single point. Mycobacterium tuberculosis FadD28 fatty-acid-AMP ligase. inhibition, % at 12.5 µM. 0.22% of 360,000 active. AID 588549, 2011; in the data active = inhibition above about 8.5%, passing the limit was not always enough; inconclusive = no clear call, values can overlap the other calls
Mtb UGM inh = M. tuberculosis UGM enzyme inhibitors, primary screen, biochemical, fluorescence polarization, single point. inhibition, % at 10 µM. 0.06% of 320,000 active. purified UGM, fluorescence polarization probe displacement; in the data active = inhibition above about 10%, passing the limit was not always enough; inconclusive = no clear call, values can overlap the other calls
BioA inh = M. tuberculosis BioA enzyme inhibitors, primary screen, biochemical, plate reader, single point, HTS | inhibition, % at 9.99 µM | 0.096% of 360,000 active | purified M. tuberculosis BioA enzyme | AID 602481, 2012 | 7,8-diaminopelargonic acid synthase BioA (Mycobacterium tuberculosis); in the data active = inhibition above about 40%; inconclusive = no clear call, values can overlap the other calls
GDH-TPI counter = GDH-TPI coupling enzyme inhibitors, primary screen, artefact control for M. tuberculosis FBA inhibitor project, biochemical, absorbance, full deck | 1.2% of 360,000 active | GDH-TPI coupled enzyme counterscreen, NADH absorbance | inhibition, % at 4.8 µM;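 note: 0% = DMSO wells and 100% = wells lacking the enzyme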
* marks the source's active call; other numbers are inactive results; ? = inconclusive; / = no result given. Cut-off read from the data, not from the text of the source, unless noted: active = inhibition above about 30%; inactive = the rest.

1: COc1cccc(C2C(C(=O)OCc3ccccc3)=C(C)Nc3ncnn32)c1OC (centres undefined)
2: Cc1ccc(S(=O)(=O)N(CCC(=O)N2CCOCC2)c2ccccc2)cc1
3: CC(C)(C)n1cc(S(=O)(=O)c2ccccc2)[nH]c1=O
4: N#CCCN1CCN(C2=NC(=O)/C(=C\c3cccs3)S2)CC1
5: CC1CCCCN1C(=O)c1ccc(NC(=O)c2ccccc2Cl)cc1 (centres undefined)

Screen / compound no.	1	2	3	4	5
CCHF vOTU inh	2	5	11	7	16
MazEF act	5	3	1	4	9
Rv3671c inh	-1	/	4	-5	-2
BoNT F protease	-2	-4	-2	-2	-3
Mtb FBA inh	3	-1	0	2	-11
VHR inh abs	-9	/	-1	-1	13
FadD28 binding	0.3	-3.2	0.2	-2.1	-4.5
Mtb UGM inh	0.2	/	-0.5	0.6	-2.9
BioA inh	-0.5	/	0.2	/	8.6
GDH-TPI counter	1	7	4	20	0

6: Cc1cc([N+](=O)[O-])nn1CC(=O)c1ccccc1
7: CC1=C(C(=O)Nc2ccccc2C)C(c2ccc(C)o2)NC(=S)N1 (centres undefined)
8: CN(C(=O)c1cccc([N+](=O)[O-])c1)c1ccccc1C(=O)NCc1ccccc1
9: O=C(Nc1ccc(C(=O)N2CCN(c3ccc(F)cc3)CC2)cc1)C1=CSCCO1
10: CCOC(=O)C1(CCOc2ccccc2)CCN(Cc2ccc(COC)o2)CC1

Screen / compound no.	6	7	8	9	10
CCHF vOTU inh	2	0	-13	11	1
MazEF act	2	0	3	5	-4
Rv3671c inh	0	-12	0	-4	-1
BoNT F protease	2	0	-4	0	-1
Mtb FBA inh	-3	2	-2	-4	-2
VHR inh abs	19	8	15	73	22
FadD28 binding	-1.3	-5.1	-3.6	-3.3	-4.2
Mtb UGM inh	2.9	2.1	-2.2	-3.8	-0.4
BioA inh	-0.5	/	6.2	13	0.1
GDH-TPI counter	4	10	9	-5	-1

11: CCN(CC)S(=O)(=O)c1ccc(NC(=O)COC(=O)c2cc(S(=O)(=O)Nc3ccc(OC)cc3)ccc2O)cc1
12: Cc1ccc(S(=O)(=O)N2CCOCC2)cc1C(=O)O
13: COc1ccccc1-c1nn(-c2ccccc2)cc1C(=O)NC1CC1
14: Cc1cccc(OCc2nc3ccccc3c(=O)n2N)c1
15: Cc1ccc(S(=O)(=O)Nc2ccsc2C#N)cc1

Screen / compound no.	11	12	13	14	15
CCHF vOTU inh	16	-4	-8	1	-4
MazEF act	-12	-5	6	-6	-1
Rv3671c inh	-80	6	1	2	-3
BoNT F protease	-2	0	-6	4	17
Mtb FBA inh	6	1	-1	-4	1
VHR inh abs	2	14	/	-10	32
FadD28 binding	?	-2.2	/	0.9	-0.6
Mtb UGM inh	-1.8	2.6	1.1	0.9	-1.8
BioA inh	/	-1.7	1.6	-2.7	-2.1
GDH-TPI counter	11	-2	-3	-2	8

16: O=C(c1ccncc1)N1c2ccccc2Sc2ccccc21
17: O=C(Nc1cccc(F)c1)Nc1ccnn1C1CCN(C(=O)c2cscn2)CC1
18: O=C(Cc1ccc(Cl)cc1)NNC(=O)C(=O)NC1CCCCC1
19: CSc1nsc(SCC(=O)N2CCN(c3ccccc3)CC2)n1
20: CN(C)CCN(C(=O)c1cc(Cl)sc1Cl)c1nc2ccc(F)cc2s1

Screen / compound no.	16	17	18	19	20
CCHF vOTU inh	12	28	0	13	8
MazEF act	2	4	-1	-2	-8
Rv3671c inh	-1	-1	4	5	-4
BoNT F protease	2	6	-16	-5	4
Mtb FBA inh	3	-1	0	135*	-2
VHR inh abs	23	19	/	-11	8
FadD28 binding	-1.9	0.1	-0.6	-1.6	-3.0
Mtb UGM inh	-3.2	1.3	0.0	1.7	0.3
BioA inh	-0.4	0.1	-2.7	3.9	-0.1
GDH-TPI counter	-4	4	3	-2	-6

21: Cc1nn(Cc2ccc(Cl)cc2)c(C)c1NC(=O)c1c(-c2ccccc2)noc1C
22: CC(C)COc1cccc(C(=O)NNC(=O)C2COc3ccccc3O2)c1 (centres undefined)
23: CCCCC(CC)c1nnc(NC(=O)c2cccs2)s1 (centres undefined)
24: Cc1ccc(C(=O)Nc2cc(=O)n(C)c(=O)n2C)o1
25: Clc1ccc(C2Nc3cccc4cccc(c34)N2)c(Cl)c1

Screen / compound no.	21	22	23	24	25
CCHF vOTU inh	0	2	6	2	12
MazEF act	1	2	6	0	-3
Rv3671c inh	0	12	/	-2	/
BoNT F protease	2	8	-2	0	-9
Mtb FBA inh	-3	-1	4	-3	-5
VHR inh abs	4	-4	25	4	/
FadD28 binding	-5.4	-1.5	-4.9	-1.2	-2.7
Mtb UGM inh	0.1	1.1	/	-0.7	/
BioA inh	/	-0.7	/	-6.6	-1.5
GDH-TPI counter	5	12	10	33*	5

26: O=C(CCSc1nc2ccccc2s1)N/N=C/c1c(O)ccc2ccccc12
27: CCOc1ccc(-n2ccnc(SCC(=O)NC3CCCC3)c2=O)cc1
28: CC(C)CN(C(=O)CN1CCN(S(=O)(=O)c2ccccc2)CC1)c1c(N)n(CC(C)C)c(=O)[nH]c1=O
29: O=S(=O)(c1ccc(NC(=S)Nc2ccccc2)cc1)N1CCOCC1
30: CCOC(=O)c1cc(-c2ccccc2)n(CCC(=O)N2CCN(c3ccccn3)CC2)c1C

Screen / compound no.	26	27	28	29	30
CCHF vOTU inh	2	-2	-8	0	-1
MazEF act	-8	7	6	2	-2
Rv3671c inh	2	6	4	0	7
BoNT F protease	1	3	-7	0	-1
Mtb FBA inh	2	2	0	4	1
VHR inh abs	-4	/	-7	-17	5
FadD28 binding	0.3	-3.3	-1.9	0.2	-1.0
Mtb UGM inh	3.5	1.9	/	2.1	0.3
BioA inh	-1.1	-2.0	-0.5	-6.0	0.9
GDH-TPI counter	10	5	-4	15	-1

31: CC(C)(Cc1cccc(CC(C)(C)C(=O)O)c1)C(=O)O
32: CC(Oc1ccc2c3c(c(=O)oc2c1)CCC3)C(=O)NC1CCN(Cc2ccccc2)CC1 (centres undefined)
33: Cn1c(N)c(C(=O)COC(=O)c2cc(-c3ccco3)nc3ccccc23)c(=O)n(C)c1=O
34: O=c1cc(CO)oc(C(Nc2ccccn2)c2ccc(F)cc2)c1O (centres undefined)
35: CC1CCCCC1NC(=O)CCN1C(=O)C2C3C=CC(C3)C2C1=O (centres undefined)

Screen / compound no.	31	32	33	34	35
CCHF vOTU inh	4	8	4	-4	10
MazEF act	2	11	-11	-6	3
Rv3671c inh	8	-4	/	11	-11
BoNT F protease	12	-6	5	-4	3
Mtb FBA inh	3	22	5	2	2
VHR inh abs	28	-9	19	-7	5
FadD28 binding	0.5	-2.6	-11	-0.9	-0.3
Mtb UGM inh	5.9	0.0	/	1.1	2.6
BioA inh	-0.6	1.7	-2.2	-0.2	-2.4
GDH-TPI counter	20	10	14	9	-2

36: Cc1cc(NC(=O)/C=C/c2ccccc2)c(C(C)C)cc1O
37: CCOc1ccc(N2C(=O)/C(=C/c3ccco3)C(=O)NC2=S)cc1
38: CCOC(=O)c1ccc(NC(=O)CCC(=O)OC)cc1
39: Cc1cccc2nc3ccccc3nc12
40: CCc1sc(C(=O)N2CCN(c3ncccn3)CC2)cc1Br

Screen / compound no.	36	37	38	39	40
CCHF vOTU inh	10	/	2	-3	0
MazEF act	2	-13	0	0	-2
Rv3671c inh	-1	-3	6	1	-2
BoNT F protease	-7	47*	3	0	20
Mtb FBA inh	2	-6	1	2	-1
VHR inh abs	12	8	-17	17	-4
FadD28 binding	0.1	4.1	-2.5	0.0	-5.1
Mtb UGM inh	6.0	1.3	-1.7	-0.4	0.2
BioA inh	/	-0.3	/	-1.1	0.6
GDH-TPI counter	-3	8	1	-2	7

41: CCc1nnc(NC(=O)c2ccc(S(C)(=O)=O)cc2)s1
42: CC(C)(C)OC(=O)NCCCCCNC(=O)c1[nH]cnc1C(=O)Nc1ccc(Cl)cc1
43: Cn1c(=O)c(C#N)c(-c2ccc(F)cc2)c2cc(C(=O)c3cc(Cl)cc(Cl)c3O)cnc21
44: O=C(CN1CCCN(Cc2ccc(F)cc2Cl)C1=O)NCc1ccccc1
45: CCOC(=O)c1ccc(N2CN(CCc3ccccc3)CNC2=S)cc1

Screen / compound no.	41	42	43	44	45
CCHF vOTU inh	-11	9	16	17	-1
MazEF act	10	-33	-24	1	8
Rv3671c inh	0	-46	11	-6	-7
BoNT F protease	0	1	-2	5	9
Mtb FBA inh	-7	-2	-4	-3	1
VHR inh abs	10	/	-20	0	12
FadD28 binding	-2.7	-5.7	2.5	-1.7	-0.2
Mtb UGM inh	-2.0	0.1	0.2	0.1	-1.8
BioA inh	-0.5	-0.4	6.1	0.9	0.0
GDH-TPI counter	27	2	7	-1	12

46: Cc1[nH]n(C(N)=S)c(=O)c1N=Nc1cccc(C(F)(F)F)c1
47: CC(C)(C)Cc1c(-c2ccco2)nc2ccc(Cl)cn12
48: O=C(c1ccc([N+](=O)[O-])s1)N1CCc2ccccc2C1
49: COc1ccc(C2CC(c3ccc(F)cc3)n3nc(NC(=O)c4ccco4)nc3N2)cc1 (centres undefined)

Screen / compound no.	46	47	48	49
CCHF vOTU inh	-2	6	17	6
MazEF act	-1	/	-6	-6
Rv3671c inh	11	/	5	-5
BoNT F protease	-7	-13	-4	-4
Mtb FBA inh	-4	5	-2	-1
VHR inh abs	-7	/	20	-13
FadD28 binding	-3.0	-1.1	-0.4	-1.5
Mtb UGM inh	-0.8	/	-1.8	1.9
BioA inh	/	0.1	/	/
GDH-TPI counter	8	/	4	-2
